Compound activity from PubChem.
Runt-CBFb FRET: Runt domain-CBFb interaction inhibition | Q01196+Q13951 | Cerulean-Runt/Venus-CBFb FRET ratio 530/480, 1 h | inhibition, % at 20 µM | hit rate 0.46% among 220,000 | AID 1496;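 active = inhibition over about 50% at 20 µM in the single-dose screen, limit read from the data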;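 note: 0% = DMSO wells and 100% = excess unlabeled CBFb competitor control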
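Assay system: Cerulean-tagged RUNX1 Runt domain (FRET donor) fusion protein / Amount: 100 nM each of Venus-CBFb and Cerulean-Runt domain / Medium: Tris buffer pH 7.5 with salts and BSA / Also added: Venus-CBFb 100 nM / Schedule: 1 h complex formation plus 1 h compound treatment, room temperature / Signal: FRET fluorescence / Read-out: loss of energy transfer signal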
Runt-SMMHC FRET: Runt domain-CBFb-SMMHC interaction inhibition; Q01196+Q13951; Cerulean-Runt/Venus-CBFb-SMMHC FRET ratio 530/480, 1 h; inhibition, % at 20 µM; hit rate 0.74% among 220,000; AID 1434;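 active = mean inhibition across duplicate retests at 20 µM reaching about 50%, limit read from the data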;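 note: 0% = DMSO wells and 100% = wells with excess untagged CBFb-SMMHC; inhibitors lower the FRET ratio by blocking Runt binding to CBFb-SMMHC; some results filed as inactive read as strong as hits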
RBBP9 inhibitor: human RBBP9 hydrolase inhibition; O75884; recombinant RBBP9, FP-Rh probe fluorescence polarization; inhibition, % at 7.94 µM; hit rate 0.2% among 220,000;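 active = inhibition above the campaign mean of all tested compounds plus 3 SD, cut at about 14% in these data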;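 note: plate controls were DMSO wells with RBBP9 for no effect and wells lacking RBBP9 protein for full effect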
Target sequence (O75884 whole entry, looked up): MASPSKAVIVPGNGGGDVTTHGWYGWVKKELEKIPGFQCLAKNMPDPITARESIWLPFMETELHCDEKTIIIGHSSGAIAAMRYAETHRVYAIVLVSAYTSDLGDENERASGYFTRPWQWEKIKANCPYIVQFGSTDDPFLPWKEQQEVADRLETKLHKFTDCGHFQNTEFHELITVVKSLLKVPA
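Test system: recombinant human RBBP9. Quantity: 2.5 µM RBBP9 dispensing solution, before mixing. Detection: FP readout at 525/598 nm. Reagent: Serine-hydrolase probe FP-Rh, 375 nM pre-mixing. Measure: % inhibition. Control set: DMSO-treated enzyme wells and wells lacking RBBP9. Buffer or medium: Tris-NaCl-Pluronic buffer, pH 8.0. Times: preincubation 30 min plus labeling 45 min at 25 °C.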
NPY-Y1 PAM-ag: potentiates or activates human NPY-Y1 receptor; activation, % at 3.6 µM; P25929; NPY-Y1 expressing cells, potentiator/agonist activation; hit rate 0.37% among 220,000; in the data active = activation above about 33%, passing the limit was not always enough;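 note: cells stimulated with NPY at EC10 then isoproterenol at EC100; 0% = low agonist plus stimulus and 100% = saturating agonist plus stimulus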
Target sequence (P25929 whole entry, looked up): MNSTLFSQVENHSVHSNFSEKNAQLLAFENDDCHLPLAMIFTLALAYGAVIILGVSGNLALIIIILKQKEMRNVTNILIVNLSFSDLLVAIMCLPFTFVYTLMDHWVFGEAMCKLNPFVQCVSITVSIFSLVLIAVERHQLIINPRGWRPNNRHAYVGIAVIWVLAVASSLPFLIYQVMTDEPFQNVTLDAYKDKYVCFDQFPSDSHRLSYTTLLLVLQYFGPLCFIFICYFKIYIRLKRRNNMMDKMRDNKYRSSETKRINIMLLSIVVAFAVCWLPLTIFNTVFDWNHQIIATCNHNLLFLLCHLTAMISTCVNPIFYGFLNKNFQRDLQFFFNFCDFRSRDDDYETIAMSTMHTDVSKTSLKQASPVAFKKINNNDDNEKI
p97 inhibitor: human p97 ATPase inhibition; P55072; hit rate 0.42% among 220,000; inhibition, % at 8 µM; recombinant p97 ATPase, Kinase-Glo ATP luminescence, 3 h; in the data active = inhibition above about 15%;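 note: 0% = DMSO vehicle and 100% = wells lacking enzyme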
Hck-Nef inh: blocks Nef-activated human Hck kinase; P08631; Recombinant Hck-YEEI plus Nef, Z-Lyte FRET kinase assay; inhibition, % at 20 µM; hit rate 0.68% among 220,000; AID 463187;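 active = Hck-Nef kinase inhibition above about 50%, limit read from the data; inactive = inhibition below that limit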;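 note: 0% = DMSO with Hck plus Nef and 100% = Hck alone without Nef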
NPY2 pot ag: potentiates or activates human NPY-Y2 receptor. P49146. cells expressing NPY-Y2, potentiator/agonist read-out. activation, % at 3.6 µM. hit rate 0.45% among 220,000. AID 1359; in the data active = activation above about 27%;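 note: cells stimulated with NPY near EC25 plus isoproterenol at EC100; 0% = vehicle plus submaximal agonist and 100% = vehicle plus saturating agonist; some results beyond the cut were filed as inactive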
Target sequence (P49146 whole entry, looked up): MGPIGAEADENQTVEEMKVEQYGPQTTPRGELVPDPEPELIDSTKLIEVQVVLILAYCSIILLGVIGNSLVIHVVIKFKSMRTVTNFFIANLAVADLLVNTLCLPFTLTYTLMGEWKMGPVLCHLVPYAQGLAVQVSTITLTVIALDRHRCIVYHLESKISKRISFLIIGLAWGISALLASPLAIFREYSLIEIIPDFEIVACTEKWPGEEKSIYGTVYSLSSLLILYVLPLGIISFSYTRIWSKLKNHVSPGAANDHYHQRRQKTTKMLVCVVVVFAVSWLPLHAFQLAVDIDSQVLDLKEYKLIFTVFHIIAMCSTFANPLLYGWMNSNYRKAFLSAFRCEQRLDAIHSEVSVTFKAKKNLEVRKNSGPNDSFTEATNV
Mdm2 ligase inh: inhibitors of human Mdm2 E3 ubiquitin ligase. signal enhancement, % at 5 µM. Q00987. AID 1230. hit rate 0.11% among 210,000. cell-based MDM2 ubiquitination luciferase reporter, 2 h; 0 = plate control, 100 = twice control, blank-subtracted;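 active = signal enhancement of 30% or more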;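 note: luminescence tracks abundance of the self-degrading MDM2-luciferase fusion protein; higher signal means inhibition of MDM2 E3 ligase activity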
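Timing – 2 h compound exposure at 37 °C · Assay system – mammalian cells stably expressing self-ubiquitinating, self-degrading MDM2 E3–luciferase fusion · Amount – 2000 cells seeded into each well · Measure – % luminescence enhancement versus blank-corrected plate control mean · Measured by – SteadyLite luminescence, 15 min reagent step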
NPY-Y1 antag: blocks the human neuropeptide Y Y1 receptor. P25929. HEK293-CNG Y1 cells, membrane potential fluorescence; NPY at EC95, then isoproterenol. inhibition, % at 3.6 µM. hit rate 1% among 200,000. AID 1040;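 active = inhibition above the campaign mean inhibition of all tested compounds plus 3 SD, cut at about 20% in these data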;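 note: 0% = DMSO wells given NPY plus isoproterenol and 100% = isoproterenol alone without NPY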
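material = HEK293 cells with Y1 receptor plus CNG channel | also added = NPY 25 nM then isoproterenol 1 µM plus Ro 20-1724 25 µM | schedule = dye 3 h, compound 60 min room temperature, stimulation 45 min | measured by = membrane potential fluorescence | benchmarks = high control isoproterenol alone, low control NPY with isoproterenol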
* = called active by the depositor; . = no result given.

Results follow in this order: NPY-Y1 antag	p97 inhibitor	RBBP9 inhibitor	Hck-Nef inh	Runt-CBFb FRET	NPY2 pot ag	NPY-Y1 PAM-ag	Runt-SMMHC FRET	Mdm2 ligase inh
> Cc1cc(C(=O)NCc2cccs2)c(C)o1
    1	3	-7	1	3	5	2	2	-11
> OC(CN1CCN(Cc2ccccc2)CC1)c1ccc(F)cc1 (stereo unspecified)
    8	4	1	1	-3	-8	-8	2	0
> O=C(NCCNc1ccc2ccccc2c1)c1cccn2c(=O)c3sccc3nc12
    0	3	2	32	1	0	-13	-3	-8
> O=C(c1ccc(Cl)c(S(=O)(=O)N2CCCCCC2)c1)N1CCCC1
    .	4	-11	14	2	4	6	-2	-71
> Cc1cc(/C=N/NC(=O)c2ccc(O)cc2)c(C)n1C1CC1
    -1	-1	-2	-5	-1	0	-10	3	-5
> Cc1cc(NC(=O)CSc2nnc(C)c(=O)[nH]2)no1
    .	.	.	-1	4	.	.	2	2
> COC(=O)c1cccc(C(=O)Nc2ccc(C)cc2Br)n1
    7	-3	-4	1	-2	18	1	-2	-13
> Cc1c(NC(=O)CSc2nc3ccccc3s2)c(=O)n(-c2ccccc2)n1C
    1	0	-8	-1	2	8	6	-3	-13
> Brc1ccc(C2=NC(Cc3ccccc3)CO2)cc1 (stereo unspecified)
    8	6	-13	4	0	2	-29	-7	.
> O=C(O)CCc1ccccc1OC(=O)c1ccccc1
    .	5	10	15	-1	2	-3	1	2
> CCOC(=O)c1cccc(NC(=O)N[C@@H](C)C(=O)OC)c1
    -1	5	-2	1	-2	2	19	2	-11
> CCOC(=O)C1CCN(C(c2ccc(OC)c(OC)c2)c2sc3nc(C)nn3c2O)CC1 (stereo unspecified)
    8	1	-4	3	2	0	-1	0	-2
> C[C@@H](C(=O)OCC(=O)NCCc1ccc(S(N)(=O)=O)cc1)N1C(=O)C2CCCCC2C1=O (stereo partly specified)
    -1	5	-5	22	-1	2	11	0	-22
> CN1CCN(CCCNC(=O)c2ccc(/C=C3\Sc4ccccc4N(Cc4ccc(F)cc4)C3=O)cc2)CC1
    -1	-1	-7	-21	8	-15	-8	11	4
> Cc1nn(C(C)C(=O)N2CCOCC2)c(C)c1[N+](=O)[O-] (stereo unspecified)
    7	6	-8	-1	0	32	-9	3	-11
> COC(=O)c1ccc(C2c3c(oc4ccc(F)cc4c3=O)C(=O)N2CCO)cc1 (stereo unspecified)
    -5	1	-5	1	-1	16	8	0	-3
> COC(=O)c1ccc(COc2ccccc2/C=C(\C#N)C(=O)NC(C)C)cc1
    3	4	6	0	0	10	1	-5	-6
> COC(=O)c1sc(NC(=S)NC(=O)c2ccccc2F)nc1C
    -1	-2	1	28	-1	4	-13	-4	-4
> CCC(=O)Nc1c2c(nn1-c1ccc(C)cc1C)CSC2
    9	3	-8	0	2	-2	-3	-2	-26
> CCOc1ccccc1NC(=O)CN(Cc1ccccc1)S(C)(=O)=O
    5	-4	-5	4	-2	-2	-9	0	-7
> O=C(NCC1CCC(C(=O)O)CC1)c1cccnc1 (stereo unspecified)
    4	3	-3	0	-1	-2	-20	-1	-13
> O=C(CCS(=O)(=O)c1ccc(Br)s1)NCc1ccc2c(c1)OCO2
    1	-3	0	-1	0	-14	-26	2	-4
> COc1cccc(CC(=O)Nc2ccc(S(=O)(=O)Nc3nc(C)cc(C)n3)cc2)c1
    -1	4	-3	-19	-1	6	10	-1	-19
> Cn1nc(C(=O)Nc2nc3ccc(S(C)(=O)=O)cc3s2)ccc1=O
    -1	-7	-8	11	1	-2	-8	0	-11
> COc1ccc(/C=C/C(=O)OCc2nc3ccccc3c(=O)[nH]2)c(OC)c1
    .	-1	3	28	-1	8	-27	-1	-8
> Cc1ccc(C(=O)Nc2nc(C)c(C(=O)Nc3ccc4c(c3)CCC4)s2)cc1
    5	5	-29	7	1	-5	-21	4	-13
> CCc1cc2c(=O)c(-n3cnc4ccccc43)coc2cc1O
    1	7	-3	4	0	8	3	0	-32
> N#CC1=C(N)SC(N)=C(C#N)C1c1ccc([N+](=O)[O-])cc1
    -4	10	0	4	41	2	-2	41	.
> CN(CC(=O)NC1CCCC1)S(=O)(=O)c1cnc[nH]1
    -3	5	-8	17	2	5	6	-2	2
> COC(=O)c1ccc(-n2nnnc2SCC(=O)Nc2cc(OC)ccc2OC)cc1
    0	-2	-8	2	-3	1	-1	2	-12
> c1ccc(OCc2nnc3n2N=C(c2ccccc2)CS3)cc1
    4	1	-4	48	8	-14	5	-7	0
> c1ccc(SCc2cn3cccnc3n2)nc1
    -3	-2	0	2	20	3	-9	-2	-5
> COc1ccc(C(=O)N=c2sccn2C)cc1
    2	-3	-8	6	0	12	9	-3	-9
> Cc1cccc(C)c1NC(=O)CSCc1cccc(CSCC(=O)Nc2c(C)cccc2C)n1
    -1	16*	-2	-1	2	1	-19	-1	-12
> COc1cccc(NC(=O)Nc2cccnc2)c1
    -3	-2	1	-5	0	-4	-4	-2	-18
> CCCCN(CC)C(=O)CSc1nc2n[nH]c(C)c2c(=N)n1-c1cccc(C)c1
    10	-8	-13	28	-5	-7	-8	-5	-8
> CCS(=O)(=O)Nc1cc(-c2nc3cccnc3s2)ccc1C
    4	3	-7	1	4	7	2	-7	-14
> Nc1c(C(=O)OCC2CCCO2)c2nc3ccccc3nc2n1-c1ccc2c(c1)OCCO2 (stereo unspecified)
    4	1	-10	14	2	-1	8	2	-10
> COc1ccccc1-n1cc(CN2CCN(CC(C)C)C(CCO)C2)cn1 (stereo unspecified)
    1	3	-9	22	-2	-6	-3	4	1
> CCc1c(C)c2cc(Cl)c(O)c(CN3CCCCC3)c2oc1=O
    -2	7	-9	118*	85*	-4	-6	156*	16

Ordered by value in NPY-Y1 PAM-ag (largest number first): some entries from above.
SMILES | NPY-Y1 antag | p97 inhibitor | RBBP9 inhibitor | Hck-Nef inh | Runt-CBFb FRET | NPY2 pot ag | NPY-Y1 PAM-ag | Runt-SMMHC FRET
c1ccc(OCc2nnc3n2N=C(c2ccccc2)CS3)cc1 | 4 | 1 | -4 | 48 | 8 | -14 | 5 | -7
COc1ccccc1-n1cc(CN2CCN(CC(C)C)C(CCO)C2)cn1 (stereo unspecified) | 1 | 3 | -9 | 22 | -2 | -6 | -3 | 4
CCc1c(C)c2cc(Cl)c(O)c(CN3CCCCC3)c2oc1=O | -2 | 7 | -9 | 118* | 85* | -4 | -6 | 156*

(further entries)
Results follow in this order: NPY-Y1 antag	p97 inhibitor	RBBP9 inhibitor	Hck-Nef inh	Runt-CBFb FRET	NPY2 pot ag	NPY-Y1 PAM-ag	Runt-SMMHC FRET	Mdm2 ligase inh
> COc1ccc(OC(=O)NCCc2ccccc2)cc1
    .	0	-10	7	-1	4	-6	4	-4
> CCOC(=O)c1c(-c2ccccc2)oc2ccc(O)c(CN3CCOCC3)c12
    6	1	0	2	-2	-3	-44	0	-7
> CCC(=O)N(Cc1cc2cc(OC)ccc2[nH]c1=O)c1cccc(C)c1
    2	2	-8	1	0	4	17	4	11
> CCOC(=O)Cn1nnnc1CN(Cc1ccc(OC)cc1)Cc1cc2cc(C)cc(C)c2[nH]c1=O
    -3	-3	-2	0	-3	-23	-20	-2	-2
> Cc1[nH]c2ccccc2c1C(=O)COC(=O)c1c(-c2ccccc2)noc1C
    -1	-4	-10	2	-1	0	-4	-2	5
> C/C(N)=C(/C#N)C(=O)CSc1nnnn1-c1ccc(C)cc1
    -6	-9	-13	1	-1	-29	0	-1	-18
> CC(C)NC(=S)NN(c1ccccc1)c1ccccc1
    4	1	1	3	-1	-7	-27	6	-25
> Cc1ccc(/C=C/c2nc3ccccc3s2)s1
    6	2	4	7	-4	-4	1	-20	-71
> COc1ccc(-c2cnnn2-c2ccc(NC(=O)/C=C/c3ccc(OC)c(OC)c3)cc2)cc1
    -6	2	-38	2	-2	11	-13	-2	-18
> COc1ccc(N(C(=O)c2ccco2)S(=O)(=O)c2ccccc2)cc1
    5	-5	-5	-3	2	-16	10	-6	-27
> O=C(O)Cn1cc(/C=C2\SC(=O)N(c3ccccc3)C2=O)c2ccccc21
    -1	1	-6	4	14	-7	13	29	-7
> CCc1n(CC(O)COC2CCCCC2)c2ccccc2[n+]1C (stereo unspecified)
    0	-4	-1	12	-17	-18	-2	4	-7
> CC(=O)c1cccc(-n2nnnc2SCC(=O)NNC(=O)C(C)C)c1
    1	2	-3	2	5	5	7	-7	-16
> CCOc1ccc2c(c1)cc(CN(C(=O)CC)C1CCCCC1)c1nnnn12
    11	-1	7	1	-3	-2	-8	1	-11
> COc1ccc(-c2cnnc(N/N=C/c3ccc(O)c(OC)c3)n2)cc1
    -3	1	-2	3	-1	5	10	2	-11
> Cc1ccc(-n2ncc3c2ncn2c(C)nnc32)cc1C
    3	-7	-1	0	-2	-11	-26	3	-5
> CCCC[n+]1ccn(C2=C([O-])c3ccccc3C(=O)/C2=N\S(=O)(=O)c2ccccc2)c1
    -1	7	1	2	-2	-13	10	-2	-1
> O=C(O)/C=C/c1ccc(S(=O)(=O)Nc2ccc(OCc3ccccc3)cc2)cc1
    .	2	-4	27	0	-5	15	-4	.
> CCOC(=O)C1=C(N2CCCCC2)c2cc3c(n2C1=O)CCCC3
    -7	-6	-2	3	-4	-5	-6	-2	-15
> CC(C)Oc1ccc(C2c3c(oc4ccccc4c3=O)C(=O)N2CCCN2CCOCC2)cc1 (stereo unspecified)
    -3	-6	-3	0	-2	2	1	2	-16
> CCC(C(=O)Nc1cccc(C(=O)O)c1C)c1ccccc1 (stereo unspecified)
    0	2	11	6	0	0	1	3	-19
> CNCCCOc1ccc(C)cc1Br
    9	-1	4	0	2	0	4	-4	-8
> CC(C)CC(c1nnnn1Cc1ccc(F)cc1)N1CCC(C(N)=O)CC1 (stereo unspecified)
    -4	10	7	16	0	-4	16	0	-22
> Cc1ccc(C(=O)N/C(=C/c2cccc([N+](=O)[O-])c2)C(=O)NCC2CCCO2)cc1 (stereo unspecified)
    0	-4	-3	-6	-1	-1	2	0	-4
> Cc1ccccc1NC(=O)Nc1nnc(Cc2ccc([N+](=O)[O-])cc2)s1
    -1	2	-4	2	-3	-9	-2	-4	-1
> CCN1CCN(CC(O)COc2ccc(C)c(C)c2)CC1 (stereo unspecified)
    -1	-2	-4	5	0	-21	-8	-4	-18
